Source: PubChem (Broad Institute)
C2C12 statin = suppression of simvastatin myotoxicity. C2C12 myotubes + simvastatin, ATP luminescence, 48 h; scaled: DMSO 0, geranylgeraniol control 100. rescue of ATP level, % at 7.49 µM. 0.78% of 330,000 active;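 active means mean ATP rescue above about 67%, or every replicate alone reaching that limit, limit read from the data, passing the limit was not always enough; inconclusive means no clear call, values can overlap the other calls; inactive means mean under the limit and some replicate under it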;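 further: myotubes were challenged with 10 µM simvastatin during compound exposure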
LGR2 antag = blocks bursicon-induced cAMP signaling via Drosophila LGR2 | HEK293 LGR2, CRE-luciferase, bursicon-stimulated, 4 h | inhibition, % at 9.99 µM | 0.35% of 380,000 active | AID 720647;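 active means drop in luminescence signal, shown as inhibition above about 50% in the replicate tests, limit read from the data, passing the limit was not always enough; inconclusive means probably only some replicates passing the limit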;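 further: agonist challenge used bursicon conditioned medium at about half maximal strength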
Casp6 inh = blocks human caspase-6 cleavage activity | P55212 | purified caspase-6, Z-VEID-R110 cleavage fluorescence | inhibition, % at 12.5 µM | 0.53% of 350,000 active | AID 686996;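 active means mean inhibition across replicates at least about 35%, with every replicate also reaching that limit, limit read from the data; inconclusive means only one of the two criteria met; inactive means neither criterion met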;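 further: 0% = median of neutral control wells and 100% = no fluorescence left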
Target sequence (P55212 24-179 limits assumed): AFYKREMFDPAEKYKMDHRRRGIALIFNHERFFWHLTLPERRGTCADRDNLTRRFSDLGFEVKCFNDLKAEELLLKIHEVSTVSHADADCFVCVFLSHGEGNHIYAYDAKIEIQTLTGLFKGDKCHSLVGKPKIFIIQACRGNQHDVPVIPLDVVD
Target sequence (P55212 194-293 limits assumed): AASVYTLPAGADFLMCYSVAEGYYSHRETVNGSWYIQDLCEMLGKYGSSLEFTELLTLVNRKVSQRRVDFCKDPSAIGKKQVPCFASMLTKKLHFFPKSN
SIRT5 inh = blocks human SIRT5 desuccinylation of peptide; inhibition, % at 15 µM; AID 652115; Q9NXA8; Purified SirT5, succinyl-peptide AMC, trypsin-coupled fluorescence; 1.1% of 330,000 active; in the data active means inhibition above about 15%; inconclusive means no clear call, values can overlap the other calls
Target sequence (Q9NXA8 whole entry, looked up): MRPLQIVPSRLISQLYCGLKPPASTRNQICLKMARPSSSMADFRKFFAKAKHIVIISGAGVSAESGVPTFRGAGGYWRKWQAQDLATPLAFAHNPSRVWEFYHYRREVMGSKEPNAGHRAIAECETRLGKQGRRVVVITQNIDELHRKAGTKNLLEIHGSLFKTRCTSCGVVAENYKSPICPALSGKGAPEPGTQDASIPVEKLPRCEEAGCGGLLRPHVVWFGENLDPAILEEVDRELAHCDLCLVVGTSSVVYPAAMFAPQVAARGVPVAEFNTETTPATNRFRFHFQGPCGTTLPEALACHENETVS
esBAF inh = blocks esBAF chromatin remodeling in mouse ES cells; AID 602393; reporter increase, % at 12.5 µM; 2% of 350,000 active; Bmi1-luciferase knock-in reporter, 24 h; 100% = twice the neutral-well signal; in the data active means activation above about 40%; inconclusive means no clear call, values can overlap the other calls;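 further: 0% = median of the plate's neutral control wells and 100% = double that signal; a rise in the Bmi1 reporter signal indicates esBAF inhibition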
S100A4 inh HTS = S100A4-myosin IIA interaction inhibition; inhibition, % at 10.7 µM; AID 652163; 0.14% of 360,000 active; S100A4/TAMRA-MyoIIA peptide fluorescence polarization; P26447;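 active means mean inhibition of at least 70% across replicates, with every replicate also reaching that level; inconclusive means mean inhibition reaches 70% but some replicates fall short; inactive means mean inhibition below 70%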
Target sequence (P26447 whole entry, looked up): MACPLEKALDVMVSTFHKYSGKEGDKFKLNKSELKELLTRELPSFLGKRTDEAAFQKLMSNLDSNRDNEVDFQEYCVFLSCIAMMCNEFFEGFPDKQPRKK
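Material: S100A4 monomer protein | Medium: HEPES pH 7.2 with CaCl2, KCl, NaCl, DTT, Triton | Reagent: Labelled myosin peptide probe, 5 nM | Doses: One dose per compound | Times: 5 min incubation before reading | Benchmarks: Neutral control DMSO, positive control TFP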
FN deposit inh = fibronectin deposition inhibition; AH1F fibroblasts, Alexa488-fibronectin deposition fluorescence, overnight; inhibition, % at 12.6 µM; 0.086% of 350,000 active;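 active means mean inhibition across replicates of 30% or more, regardless of how many single replicates reach that level; inconclusive means mean under 30% yet at least half of replicates reach 30%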;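 further: positive control wells lacked labelled fibronectin entirely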
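Material: AH1F fibroblasts assembling fluorescent fibronectin matrix; amount: 10000 AH1F cells/well; medium: DMEM, 2% serum; reagent: Alexa488-fibronectin, 24 nM final in well; dosing: single compound dose, delivered by pin transfer; incubation: 1 h adhesion, overnight exposure; detection: fluorescence after three HBSS washes, excitation 485 nm, emission 525 nm; measure: fibronectin deposition inhibition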
Starred values were filed as active, the others as inactive; ? = inconclusive; nt = no result given; & = joins results of further samples. Some of the compounds tested; rates above refer to the full screens.

SMILES	C2C12 statin	LGR2 antag	Casp6 inh	SIRT5 inh	esBAF inh	S100A4 inh HTS	FN deposit inh
Cc1oc(=O)cc(OCc2ccccc2)c1C	17.9	-11.3	0.5	-8.3	-1.2	-3.1	-6.3
O=c1cc(/C=C/c2cccs2)[nH]c2ccccc12	-3.5	-6.8	1.7	-3.3	17.4	-0.4	nt
Cc1ccc(N2CN(Cc3ccco3)CNC2=S)cc1	nt	-6.6	-1.6	-2.9	nt	1.8	-0.3
C[C@@H]1CN([C@H](C)CO)C(=O)c2cc(/C=C/c3ccccc3)cnc2O[C@H]1CN(C)C(=O)Nc1ccc(C(F)(F)F)cc1	24.3	-23.3	-1.7	5.2	-2.6	-3.6	-7.4
O=C(NCC[C@@H]1CC[C@H](NC(=O)C2CCC2)[C@H](CO)O1)c1cnccn1	1.2	13.9	-4.1	1.5	-0.6	9.7	nt
OC(c1ccccc1)c1nc(-c2csc3ccccc23)cs1 (configuration not stated)	11.0	nt	3.5	nt	10.5	1.1	13.9
Cc1ccc(C23CC4CC(CC(C(=O)NC(C)C)(C4)C2)C3)cc1	8.2	-0.5	0.9	-3.5	8.8	-13.4	1.1
Cc1cc2c(nc1C)CCCN2Cc1ccc(Br)cc1	nt	-10.8	-2.5	nt	nt	-7.3	-5.1
O=C(CSC1=NS(=O)(=O)c2ccccc2N1)NCc1ccc(F)cc1	-14.9	-15.1	2.1	-6.1	-4.7	-15.2	3.8
O=C(C1CCOCC1)N1CC(=O)N2[C@H](CO)[C@H](c3ccc(C#CC4CCCCC4)cc3)[C@@H]2C1	nt	-2.9	4.0	1.2	nt	62.2	-0.5
C[C@H]1COC(=O)[C@H](Cc2ccc(F)cc2)C/C=C\C[C@@H](CC(=O)NCCO)C(=O)N1	-4.1	-9.8	-1.5	nt	-4.7	-0.3	-0.7
CC1(C)CNC(=O)c2sc(NC(=O)c3ccccc3Cl)nc2C1	5.7	-0.1	2.6	-0.1	48.4	3.8	5.9
C#CCOCCOCCOCCNc1nc(N2CCN(C(=O)CCCCCCCCCCNC(=O)[C@@H]([C@H](C)O)n3cc(C)nn3)CC2)nc(N2CCN(C(=O)CCCCCCCCCCNC(=O)[C@@H]([C@H](C)O)n3cc(C)nn3)CC2)n1	77.2*	-7.6	-1.5	-0.4	7.2	-2.0	-6.3
CC1(C(=O)NCc2ccccc2)CSCC(=O)N1CCCn1ccnc1 (configuration not stated)	nt	-3.3	-8.5	-1.5	nt	3.7	6.2
CC(NC(=O)COC(=O)c1cc(NS(=O)(=O)c2ccc(Cl)c([N+](=O)[O-])c2)ccc1O)C1CC2CCC1C2 (configuration not stated)	13.6	4.0	nt	nt	-7.8	nt	0.7
CCCC(=O)Nc1ccc2c(c1)C(=O)N(C)C[C@@H](OC)[C@@H](C)CN(CC1CCOCC1)[C@@H](C)CO2	-2.6	6.4	nt	nt	-0.2	nt	1.1
O=C1c2cccc3cccc(c23)C(=O)N1OS(=O)(=O)c1ccc(Br)cc1	nt	-3.6	0.5	-1.2	nt	-1.5	-8.5
CC1CC(=O)N(CC(=O)N2CCCC2)c2ccccc2S1 (configuration not stated)	nt	8.9	-2.4	-0.2	nt	-0.1	nt
CNc1c(NS(=O)(=O)c2ccc(OC)cc2)c(=O)oc2ccccc12	-0.3	-9.1	-0.8	0.6	9.7	2.0	3.3
CCOC(=O)c1cc(-c2ccccc2)n(CCC(=O)O)c1C	4.5	-13.2	-6.7	-0.8	-3.6	-1.4	nt
O=C(CCc1nc2ccccc2s1)OCc1ccccc1F	nt	-2.2	-0.2	0.6	nt	-7.3	-0.1
COc1ccc(S(=O)(=O)N2CCC3CC2c2cc(N4CCOCC4)ccc23)cc1 (configuration not stated)	17.3	-8.4	nt	-4.6	0.7	-1.1	14.7
C[C@@H]1CCCCO[C@H](CN(C)C(=O)Nc2ccc3c(c2)OCO3)[C@@H](C)CN([C@H](C)CO)C(=O)c2cc(NS(=O)(=O)c3cccs3)ccc2O1	12.7	19.1	-1.2	2.8	0.4	-19.1	nt
CCn1c2ccccc2c2cc(NC(=O)C(C)Oc3ccccc3)ccc21 (configuration not stated)	-15.5	0.0	-2.0	2.1	-1.8	-5.4	nt
O=C(NC(=S)NC1CCCCC1)c1ccc(F)cc1	-8.1	-73.5	0.3	-3.5	59.8*	4.0	-20.7
Cc1ccc(S(=O)(=O)N2CCN(C(=O)CN3C(=O)CNC3=O)CC2)cc1	8.6	4.6	-0.9	-3.6	-2.9	-12.9	2.3
CC(=O)N=Nc1[nH]c(N)c2ccccc12	1.1	8.8	-2.4	-1.0	-5.7	-1.7	2.4
CCC/C(O)=C1\C(=O)CC(C)(C)CC1=NCc1ccccc1	8.8	-4.6	3.8	-2.3	-4.0	2.0	-2.0
O=C(Cc1ccccc1)NCC(=O)Nc1cc(Cl)ccc1Cl	1.6	-4.8	-2.3	-2.5	2.5	-12.8	-2.4
O=C1c2cccc3cccc(c23)C(=O)N1CCO	-0.3	1.0	0.8	nt	-0.9	-4.3	-2.8
O=c1cc(N2CCCC2)c(-c2ccccc2)n[nH]1	nt	4.9	-2.1	-4.0	nt	-0.5	9.2
COc1ccc(C(=O)Oc2ccc3ccc(=O)oc3c2)cc1OC	18.5	-16.4	6.2	-4.4	1.3	-8.5	3.2
CCNc1nc(NC(C)(C)C)nc(N(C#N)CC)n1	9.2	nt	nt	nt	2.4	nt	9.4
COCC(=O)Nc1ccc2c(c1)C(=O)N(C)C[C@H](OC)[C@H](C)CN(C(=O)c1cnccn1)[C@H](C)CO2	-6.6	2.0	0.0	-5.0	2.8	4.2	2.5
C[C@@H]1CN([C@H](C)CO)C(=O)c2cccc(NS(=O)(=O)c3ccccc3)c2O[C@@H]1CN(C)S(=O)(=O)c1ccc(Cl)cc1	23.4	22.4	nt	nt	6.0	nt	nt
O=C(Nc1ccc2oc(-c3ccccc3)nc2c1)C1CCCO1 (configuration not stated)	nt	-109.3	3.2	-40.9	nt	-3.8	-1.9
Cc1cc(C2C(=O)CC(=O)CC2c2ccccc2)on1 (configuration not stated)	-12.8	8.8	nt	nt	5.6	nt	nt
O=C(NCc1ccc(OC(F)(F)F)cc1)c1cccc2c1C(=O)c1ccc(N3CCC(Cc4ccccc4)CC3)cc1S2(=O)=O	nt	4.6	-15.5	nt	nt	1.9	-8.3
O=C(CCn1cnnn1)Nc1ccc(Cl)cc1Cl	nt	-0.6	-1.5	0.7	nt	-4.7	-2.7
C[C@H]1CN([C@@H](C)CO)C(=O)c2cc(NS(=O)(=O)c3ccc(F)cc3)ccc2O[C@@H]1CN(C)C	-7.5	3.1	0.2	-2.0	-2.0	-0.3	-4.1
C[C@@H]1CN([C@H](C)CO)C(=O)c2cc(NC(=O)Cc3ccccc3)ccc2O[C@@H](C)CCCCO[C@@H]1CN(C)CC1CCCCC1	nt	24.0	2.1	-3.9	-0.8	-19.4	nt
Cc1ccc(CNC(=O)CCC2CCCN(C(=O)c3ccc4c(c3)OCO4)C2)o1 (configuration not stated)	3.6	5.8	-0.2	4.4	3.4	-1.3	19.3
CCCC(=O)Nc1ncnc2c1ncn2[C@@H]1O[C@@H]2COP(=O)(O)O[C@H]2[C@H]1OC(=O)CCC	-2.7&-0.4	-18.8&5.5	-1.3	-2.9&-0.4	-0.5&0.2	3.6&-10.1	-2.0&-1.2
O=C(Cn1cc(C(=O)c2cccs2)c2ccccc21)NCc1ccc2c(c1)OCO2	-4.9	-13.8	0.7	-1.0	7.5	-4.5	9.5
CN(C)CC(=O)Nc1ccc2c(c1)[C@H]1C[C@@H](CC(=O)N3CCc4ccccc4C3)O[C@H](CO)[C@H]1O2	-4.5	13.6	0.5	-1.7	-2.9	-5.3	12.4
O=C(Nc1cccnc1)c1cc(S(=O)(=O)N2CCCCC2)c(Cl)cc1Cl	2.4	-15.9	-4.0	-4.9	-4.4	-2.9	10.8
O=C(C[C@H]1CC[C@@H]2NC[C@H](O)COC[C@H]2O1)Nc1ccccc1	14.2	11.6	-0.1	0.4	-4.3	-5.0	-0.8
Cc1cccc(NC(=O)CN(c2ccc(F)cc2)S(C)(=O)=O)c1	nt	-0.2	2.1	-3.8	nt	4.0	6.1
COc1ccccc1NC(=S)Nc1ccc2cn[nH]c2c1	-0.2	nt	5.1	-3.2	7.1	-4.8	2.2
CO[C@@H]1CN(C)C(=O)c2ccc(NC(=O)C3CCC3)cc2OC[C@@H](C)N(CC2CCCCC2)C[C@@H]1C	2.9	nt	-1.4	9.0	-3.0	13.3	-1.8
COCCNC(=O)c1ccc2ccccc2n1	-2.2	nt	nt	nt	4.1	nt	-0.7
CCCCNC(=O)C[C@@H]1C[C@@]2(C(=O)OC)CCCCC=C2N(Cc2ccc(Cl)cc2Cl)C1=O	nt	29.8	1.0	5.9	nt	4.2	4.8
O=C(O)COCC(=O)N1CCN(c2cc(C(F)(F)F)nc3ccccc23)CC1	-9.0	-9.4	-2.2	0.2	17.0	0.3	0.1
Cc1nnc(NC(=O)CC23CC4CC(CC(C4)C2)C3)s1	14.1	0.3	-3.6	2.7	-2.1	1.0	-11.7
O=C(OCCNC(=O)c1ccc2ccccc2n1)c1ccc(F)cc1	4.3	-0.5	nt	nt	1.7	13.4	-0.2
C/C(N)=C(/C#N)C(=O)CSc1nnc(COc2ccccc2Cl)o1	-2.6	-30.7	14.7	nt	17.4	-0.7	12.9&-7.1
CCOC(=O)c1c(NC(=O)c2ccccc2Cl)sc2c1CCc1ccccc1-2	nt	9.5	-0.2	-6.1	nt	-0.1	7.2
Cc1noc(C)c1NC(=O)Nc1ccc2c(c1)C(=O)N([C@@H](C)CO)C[C@@H](C)[C@@H](CN(C)S(=O)(=O)c1c(C)noc1C)OCCCC[C@@H](C)O2	?	11.5	2.1	-1.4	-3.9	-1.7	nt
COc1ccc(N2CCN(C(=O)CSc3nnc4c(C)cc5cc(C)ccc5n34)CC2)cc1	0.5	nt	nt	nt	-8.2	nt	-4.6
COc1ccc(OC)c(CCNC(=O)Cn2nc(C)c3c(C)n(-c4ccccc4)nc3c2=O)c1	-16.6	0.6	2.6	-1.5	-10.4	-2.0	-7.6

Following part.
SMILES	C2C12 statin	LGR2 antag	Casp6 inh	SIRT5 inh	esBAF inh	S100A4 inh HTS	FN deposit inh
COCCCN1CC23C=CC(O2)C(C(=O)O)C3C1=O (configuration not stated)	7.9	2.5	1.1	nt	-6.7	8.4	15.4
COc1ccc(S(=O)(=O)Nc2ccc3c(c2)C(=O)N([C@@H](C)CO)C[C@H](C)[C@H](CN(C)S(=O)(=O)c2ccc(F)cc2)O3)cc1	-18.0	10.2	-1.8&1.6	4.4&2.4	1.5&-1.6	-2.2&10.5	-5.1&-17.5
COc1ccc(C2CC(=O)Oc3cc(OC)ccc32)cc1 (configuration not stated)	-7.3	3.2	1.2	-0.8	2.0	2.4	-12.0
CCOc1ccc(N(CC(=O)Nc2ccc(OC)cc2)S(=O)(=O)c2c(C)noc2C)cc1	8.4	8.8	3.1	nt	-0.6	0.2	1.2
COC(=O)c1cc(OC)c(OC)cc1NC(=O)Nc1ccccc1F	nt	4.8	1.8	-4.1	nt	0.1	2.1
CN(Cc1nc(-c2ccccc2)no1)C(=O)c1ccc2c(c1)OCO2	4.4	12.4	-1.3	4.8	1.3	-1.0	-1.0
CCCCn1nnnc1C1(C)CCC(=O)N1CCOC (configuration not stated)	nt	-5.9	-1.3	nt	nt	-3.1	8.8
